PGC1a acetyl inh: inhibitors of PGC1a acetylation signal, primary screen, cell-based, U2OS, AlphaScreen, inhibitor mode | inhibition, % at 15.6 µM | hit rate 0.17% among 350,000 | AlphaScreen anti-acetyl-lysine; with virally co-expressed GCN5 acetyltransferase;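 active = every replicate shows inhibition of at least 40%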;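 also: 0% = neutral control wells and 100% = positive control wells; some results beyond the cut were filed as inactive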
LGR2 inh: inhibitors of bursicon-induced LGR2 CRE-luciferase signal, primary screen, cell-based, HEK293, CRE-luciferase reporter, bursicon stimulation; Drosophila bursicon receptor LGR2 (rickets); bursicon-stimulated, 4 h; inhibition, % at 9.99 µM; hit rate 0.35% among 380,000; AID 720647, 2013;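 active = drop in luminescence signal, shown as inhibition above about 50% in the replicate tests, limit read from the data, passing the limit was not always enough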;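 also: agonist challenge used bursicon conditioned medium at about half maximal strength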
INS-1E GSIS act: GLuc luminescence reporter in INS-1E cells, primary screen for activators of glucose-dependent secretion of insulin | INS-1E GLuc reporter insulin secretion, 2-3 h | activation, % at 16.6 µM | hit rate 0.61% among 370,000 | AID 743287, 2014;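 active = lowest replicate activation of at least 40%, so every replicate reaches that level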;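 also: 0% = median of neutral control wells and 100% = median of IBMX positive control wells; some compounds called inactive have numbers as strong as hits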
Cneo AK release: Cryptococcus neoformans cell lysis inducers, primary screen, AK release luminescence, single concentration | lysis activity, % at 15 µM | C. neoformans lysis, adenylate kinase release luminescence, 4 h; normalised: neutral wells 0, clomiphene wells 100 | AID 651654, 2012 | hit rate 0.2% among 360,000;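 active = mean lysis activity across replicates of at least 80%, whatever share of replicates individually reach that level; inactive = mean lysis activity below 80%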
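Material: C. neoformans cells; Schedule: 4 h static compound exposure, 37 °C, read 1 h post-reagent; Measured by: adenylate kinase release luminescence; Read-out: signal increase indicating cell lysis; Controls: Clomiphene as positive lysis control.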
ARNT-TACC3 inh: disruptors of ARNT/TACC3 protein interaction, primary screen, biochemical, AlphaScreen, single concentration. inhibition, % at 9.99 µM. AlphaScreen His-ARNT PAS-B/GST-TACC3 binding, luminescence; TACC3 fragment carries E629A point mutation. Transforming acidic coiled-coil-containing protein 3 (Homo sapiens), Q9Y6A5. AID 623870, 2012. hit rate 0.66% among 390,000;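 active = mean inhibition of replicates at least 50% and at least half of replicates each reaching 50%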;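 also: 0% = complete ARNT plus TACC3 wells and 100% = ARNT alone without TACC3; many hits fall short of the cut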
Statin myotox sup: suppressors of statin myotoxicity in C2C12 myotubes, primary screen, cell-based, single point, plate reader; C2C12 myotubes + simvastatin, ATP luminescence, 48 h; scaled: DMSO 0, geranylgeraniol control 100; hit rate 0.78% among 330,000; rescue of ATP level, % at 7.49 µM;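 active = mean ATP rescue above about 67%, or every replicate alone reaching that limit, limit read from the data, passing the limit was not always enough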;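 also: myotubes were challenged with 10 µM simvastatin during compound exposure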
PAX8 inh HTS: inhibitors of PAX8-driven TPO luciferase reporter, primary screen, RMG-I cells, single concentration | SteadyGlo, 24 h | inhibition, % at 12.6 µM | hit rate 1.2% among 360,000;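 active = mean replicate inhibition at least 60% with every replicate also reaching 60%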;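 also: luciferase light reporting Pax8 driven TPO promoter activity; plate controls were median of neutral control wells for no effect and mitoxantrone controls for full effect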
PglD DTNB: C. jejuni PglD acetyltransferase inhibitors, primary screen, biochemical, DTNB colorimetric, single point; purified PglD enzyme, DTNB colorimetric CoA detection; inhibition, % at 12.5 µM; hit rate 0.098% among 360,000; in the data active = inhibition above about 16%, passing the limit was not always enough; also: strong numbers were not always called active
The depositor's hits bear a star; x = not tested or not shown.

SMILES | PGC1a acetyl inh | LGR2 inh | INS-1E GSIS act | Cneo AK release | ARNT-TACC3 inh | Statin myotox sup | PAX8 inh HTS | PglD DTNB
CCCC#Cc1ccc([C@@H]2[C@H](CO)N3CCCCN(S(=O)(=O)c4ccccc4F)C[C@@H]23)cc1 | -1 | -10 | -4 | -3 | 7 | 3 | 49 | -4
COc1ccc(CCNC(=O)Nc2cccc([N+](=O)[O-])c2)cc1OC | x | 26 | 8 | x | -1 | x | -14 | x
CC12CCC(=O)N1C(C(=O)Nc1nnc(SCc3ccccc3F)s1)CS2 (stereo not drawn) | 5 | 0 | -26 | 0 | -7 | 11 | -7 | -4
Cc1ccccc1CN1CCNC1=O | -27 | -5 | -4 | -1 | -2 | -11 | x | -1
Cc1noc(C)c1NC(=O)Nc1ccc2c(c1)C(=O)N([C@H](C)CO)C[C@@H](C)[C@H](CN(C)Cc1ccncc1)OCCCC[C@@H](C)O2 | 0 | -6 | 9 | 1 | -6 | x | -2 | 1
C[C@@H]1CN([C@H](C)CO)C(=O)c2cccc(NC(=O)c3ccc(-c4nccs4)cc3)c2O[C@@H]1CN(C)S(=O)(=O)c1cn(C)cn1 | -2 | -11 | 8 | 4 | 4 | x | x | 1
C[C@@H]1CN([C@@H](C)CO)C(=O)c2cc(C#CC(C)(C)O)cnc2O[C@@H]1CN(C)Cc1ccccn1 | 6 | 4 | 10 | -2 | 2 | 15 | -23 | -2
O=C(O)c1ccc2c(c1)C(=O)N([C@H](Cc1cccc3ccccc13)C(=O)O)C2=O | x | 13 | 1 | -2 | x | 2 | -1 | 11
CCCS(=O)(=O)N1CCCC(C(=O)Oc2ccccc2Cl)C1 (stereo not drawn) | x | 7 | 0 | -4 | -1 | 9 | -3 | -1
OCCN1CCN(c2nc(-c3ccccc3)nc3c2oc2ccccc23)CC1 | x | x | x | 2 | -5 | 13 | x | 5
O=C(Cn1ncc2c3ccccc3n(Cc3ccccc3)c2c1=O)NCCN1CCOCC1 | 8 | 6 | 23 | 2 | 0 | -27 | -18 | -1
Cc1cccc(NC(=O)NC2CC(=O)N(c3ccc4c(c3)OCCO4)C2)n1 (stereo not drawn) | -9 | 15 | -8 | -10 | 1 | 6 | 2 | -1
CC(C)Oc1ccc(CC(=O)NNC(=S)Nc2ccccc2)cc1 | 8 | -10 | -10 | 2 | -3 | 5 | -1 | 1
Cc1csc(NC(C)c2nc3cc(Cl)c(Cl)cc3n2CCCO)n1 (stereo not drawn) | -5 | 4 | -7 | -1 | 2 | 11 | 9 | 6
CCCCSc1nc2c(c(=O)[nH]1)CCC2 | -4 | -22 | 2 | 1 | 1 | -10 | x | 0
C[C@H](CO)N1C[C@H](C)[C@H](CN(C)C(=O)Nc2ccc3c(c2)OCO3)Oc2ccc(NS(=O)(=O)c3cn(C)cn3)cc2CC1=O | -1 | 13 | -11 | 0 | 3 | -1 | -17 | -3
O=C(Cn1cnc2c(nnn2Cc2ccc(F)cc2)c1=O)NC1CCCC1 | 13 | -8 | 7 | -1 | 0 | 141* | x | -2
Cc1cc(C)c(OCC(=O)N(Cc2cccs2)C2CCS(=O)(=O)C2)c(C)c1 (stereo not drawn) | -2 | -3 | 21 | 0 | -5 | x | 6 | -1
CC(=O)Nc1ccc(CNc2nc3cc(-c4cccc(C(F)(F)F)c4)sc3c(=O)n2C)cc1 | 4 | -68 | 1 | 0 | x | -3 | 9 | -2
CO[C@@H]1CC[C@H]2CCN(C)C(=O)C[C@H](c3ccccc3)CN(C)C(=O)c3cc(C#N)ccc3OC[C@@H]1O2 | x | -4 | 8 | 2 | -5 | 17 | 7 | -1
COc1ccccc1CNC(=O)C/C(C)=N/NC(=O)Cc1ccc(OC)c(OC)c1 | x | 1 | 14 | x | 2 | x | -2 | x
Cc1cccc(/C(N)=N/OC(=O)COc2ccc(Cl)cc2)c1 | x | -12 | -7 | 0 | -4 | -8 | 1 | 4
O=C(NCc1ccc(Cl)cc1)c1ccc2nc[nH]c2c1 | 4 | -5 | -4 | x | 0 | 2 | 4 | x
Cc1cc(Cl)c(Cl)cc1S(=O)(=O)NCCCn1ccnc1 | -9 | 13 | -6 | 0 | -17 | -3 | 16 | -1
O=C(Nc1ccccc1)O/N=C/c1ccncc1 | x | x | x | 10 | 14 | 6 | x | 1
COCCn1c(=S)[nH]c2cc(C(=O)NCC3CCCO3)ccc2c1=O (stereo not drawn) | -2 | 4 | 6 | x | -10 | x | x | x
Cc1cc2c(=O)[nH]c(Cc3ccccc3)nc2s1 | x | 20 | 8 | 0 | -1 | x | 11 | -2
CN(C)CCCN(C(=O)c1ccc(S(=O)(=O)N2CCCCCC2)cc1)c1nc2cc3c(cc2s1)OCO3 | -4 | 22 | -45 | 0 | x | -10 | 5 | x
Cn1cnc(S(=O)(=O)N[C@H]2CC[C@@H](CC(=O)Nc3ccccc3)O[C@@H]2CO)c1 | -3 | 14 | 24 | -6 | 2 | 4 | x | 5
O=C(Nc1ccccc1)Nc1c(F)cccc1F | 4 | -6 | 21 | x | -3 | x | -25 | x
C/C=C/c1cnc2c(c1)C(=O)N([C@H](C)CO)C[C@@H](C)[C@H](CN(C)C(=O)Nc1cccc(OC)c1)O2 | -3 | -22 | -4 | -3 | -6 | -3 | -16 | 2
COC(C(=O)Nc1c(F)cccc1F)c1ccccc1 (stereo not drawn) | 6 | 20 | -8 | -1 | 7 | 5 | -2 | 9
C[C@@H]1CN([C@H](C)CO)C(=O)c2cc(C#CC3CCCC3)cnc2O[C@H]1CN(C)C(=O)C1CC1 | 6 | 5 | -1 | 0 | 0 | -3 | x | 0
O=S1(=O)CC(N2CCN(CCO)CC2)CN1CCc1ccccc1 (stereo not drawn) | 17 | -4 | 3 | 1 | x | 1 | -12 | -2
Cc1cc(NC(=O)COc2ccc3ccccc3c2)no1 | x | -4 | 6 | -1 | -3 | -3 | -14 | -6
COc1ccc(-c2nnc(SCC(=O)NCc3cccs3)n2C)cc1 | -11 | -5 | -8 | 1 | 19 | -1 | x | 3
CC(=O)Nc1ccc(C(=O)N2CCCCC2c2cc(C(=O)Nc3ccccc3Cl)no2)cc1 (stereo not drawn) | x | 9 | -11 | 2 | x | 5 | 7 | 1
C=CCn1c(Cn2nnc3ccccc32)nnc1SCC(=O)N/N=C/c1cc(Br)cc(OC)c1O | -6 | x | x | 1 | 7 | -5 | x | 2
CCOC(=O)c1c(S(=O)(=O)N2CCCC(C(=O)Nc3ccc(C)cn3)C2)c(C)n(C)c1C (stereo not drawn) | 3 | -16 | x | 2 | x | 3 | 1 | 1
Cc1n[nH]c2ccc([N+](=O)[O-])cc2c1=O | x | -3 | 12 | -1 | x | 11 | -3 | 3
Cc1cc(NCCN2CCOCC2)n2ncc(-c3ccccc3)c2n1 | 14 | x | x | -5 | -15 | x | x | -9
Cc1ccc(S(=O)(=O)N[C@H]2CC[C@H](CC(=O)N3CCN(c4ccccc4)CC3)O[C@H]2CO)cc1 | -3 | 1 | -6 | -5 | x | 5 | -1 | 3
O=C(O)/C=C/C(=O)Nc1nc(-c2ccc3ccccc3c2)cs1 | x | -6 | -20 | x | -5 | x | 4 | x
Cc1ccc(NC(=O)CCC(=O)c2ccc(F)cc2)cc1Cl | -23 | x | x | -2 | -8 | -6 | x | -3
CN(c1ccc(F)cc1)S(=O)(=O)c1ccc(Cl)c(C(=O)NCc2ccco2)c1 | 0 | -9 | 5 | 1 | 1 | 3 | 7 | -6
CC(C)C1N=C(c2ccc3c(c2)OCO3)CC(c2ccccc2O)N1 (stereo not drawn) | 35 | x | x | -25 | 7 | 36 | x | 0
CCOC(=O)Nc1ccc(NC(=O)c2c(OC)cccc2OC)cc1 | -2 | 12 | -1 | 5 | -6 | -44 | x | 5
CCCn1c(N2CCN(Cc3ccc(Cl)cc3)CC2)nc2ccccc21 | x | -13 | -4 | 1 | 6 | -15 | 4 | -3
Cc1nc(NC(=O)CN2CCOCC2)sc1-c1ccccc1 | 2 | x | x | -2 | 3 | -49 | x | 6
O=c1[nH]c(/C=C\c2ccc(O)cc2)nc(O)c1[N+](=O)[O-] | 3 | 14 | -1 | -3 | 11 | 4 | 13 | -7
O=C(NCC[C@@H]1CC[C@H](NC(=O)C2CCCC2)[C@H](CO)O1)c1cnccn1 | 9 | -4 | -3 | -3 | 8 | 5 | 0 | -1
COC(=O)c1ccc2c(=O)[nH]c(COC(=O)c3cccc(S(=O)(=O)N4CCOCC4)c3)nc2c1 | -3 | 0 | 6 | 2 | -5 | -1 | -2 | 6
CCS(=O)(=O)N1CCC(C(=O)N2CCN(Cc3ccccc3)CC2)CC1 | 1 | 19 | 0 | x | -5 | x | 7 | x
CCN(CC(=O)Nc1c(F)cccc1F)C(=O)c1ccc(S(=O)(=O)N2CCCCCC2)cc1 | -5 | 4 | -4 | x | 0 | -1 | -13 | -1
O=[N+]([O-])c1ccc(Cl)c(CN2CCSCC2)c1 | 0 | 3 | 20 | 0 | -1 | x | -11 | 3
CCOC(=O)c1ccc(N2C(=O)c3n[nH]c(-c4ccco4)c3C2c2cccc([N+](=O)[O-])c2)cc1 (stereo not drawn) | x | 19 | -9 | -4 | 2 | 0 | 6 | 3
O=C(O)C(Cc1ccccc1[N+](=O)[O-])N1C(=O)c2ccccc2C1=O (stereo not drawn) | 5 | 5 | 17 | -1 | -17 | 3 | x | 3
CC(OC(=O)C1CCN(S(=O)(=O)c2ccc(C(C)(C)C)cc2)CC1)C(=O)N(C)C1CCCCC1 (stereo not drawn) | x | 10 | -7 | -2 | -1 | -1 | 12 | -5
O=C(C[C@H]1C[C@H]2c3cc(NC(=O)C4CCC4)ccc3O[C@H]2[C@@H](CO)O1)NCC1CC1 | -2 | -5 | 3 | -1 | 7 | -5 | 5 | -2

Of the compounds above, these have an NH in an aromatic ring:
SMILES | PGC1a acetyl inh | LGR2 inh | INS-1E GSIS act | Cneo AK release | ARNT-TACC3 inh | Statin myotox sup | PAX8 inh HTS | PglD DTNB
CCCCSc1nc2c(c(=O)[nH]1)CCC2 | -4 | -22 | 2 | 1 | 1 | -10 | x | 0
O=C(NCc1ccc(Cl)cc1)c1ccc2nc[nH]c2c1 | 4 | -5 | -4 | x | 0 | 2 | 4 | x
COCCn1c(=S)[nH]c2cc(C(=O)NCC3CCCO3)ccc2c1=O (stereo not drawn) | -2 | 4 | 6 | x | -10 | x | x | x
Cc1cc2c(=O)[nH]c(Cc3ccccc3)nc2s1 | x | 20 | 8 | 0 | -1 | x | 11 | -2
Cc1n[nH]c2ccc([N+](=O)[O-])cc2c1=O | x | -3 | 12 | -1 | x | 11 | -3 | 3
O=c1[nH]c(/C=C\c2ccc(O)cc2)nc(O)c1[N+](=O)[O-] | 3 | 14 | -1 | -3 | 11 | 4 | 13 | -7
COC(=O)c1ccc2c(=O)[nH]c(COC(=O)c3cccc(S(=O)(=O)N4CCOCC4)c3)nc2c1 | -3 | 0 | 6 | 2 | -5 | -1 | -2 | 6
CCOC(=O)c1ccc(N2C(=O)c3n[nH]c(-c4ccco4)c3C2c2cccc([N+](=O)[O-])c2)cc1 (stereo not drawn) | x | 19 | -9 | -4 | 2 | 0 | 6 | 3
